PLC-gamma1 inh: inhibitors of human phospholipase C gamma1 | P19174 | purified PLC-gamma1, fluorogenic substrate, fluorescence | inhibition, % at 12.2 µM | 370,000 tested, 0.84% active | AID 720700; in the data active means inhibition above about 9.5%
LEDGF integ inh: blocks HIV-1 LEDGF/p75-dependent DNA integration. TR-FRET IN-LEDGF/p75 DNA integration, Eu/Cy5. inhibition, % at 3.7 µM. 370,000 tested, 0.64% active. AID 743269;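 active means inhibition above the screen-wide mean plus 3 SD, cut at about 13% in these data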;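 further: signal is the Cy5 over europium emission ratio at 671 and 618 nm; 0% = plate median of compound wells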
ASAP1 GAP inh: inhibitors of human ASAP1 ArfGAP activity. Q9ULH1. ASAP1-stimulated ARF1 GTP hydrolysis, GDP FP detection. inhibition, % at 16.5 µM. 360,000 tested, 0.19% active. AID 624377; in the data active means inhibition above about 25%;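 further: 0% = vehicle with enzyme and substrate and 100% = no enzyme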
Target sequence (Q9ULH1 325-724 limits assumed): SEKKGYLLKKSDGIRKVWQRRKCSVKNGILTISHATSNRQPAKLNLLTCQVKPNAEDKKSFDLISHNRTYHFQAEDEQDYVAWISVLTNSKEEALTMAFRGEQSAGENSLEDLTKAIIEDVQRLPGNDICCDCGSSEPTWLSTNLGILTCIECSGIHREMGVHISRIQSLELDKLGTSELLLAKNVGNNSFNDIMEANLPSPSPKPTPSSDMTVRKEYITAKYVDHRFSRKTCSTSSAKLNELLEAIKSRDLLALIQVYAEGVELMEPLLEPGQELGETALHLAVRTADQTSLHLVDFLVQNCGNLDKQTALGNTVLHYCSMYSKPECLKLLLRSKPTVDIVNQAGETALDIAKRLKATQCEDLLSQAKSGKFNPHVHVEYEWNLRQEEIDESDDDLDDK
TDP2 inh: TDP2 (human) inhibition, absorbance primary screen. inhibition, % at 12.8 µM. recombinant TDP2, T5PNP hydrolysis, p-nitrophenol absorbance 415 nm. AID 720702. 370,000 tested, 0.34% active;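 active means inhibition above the mean of all tested compounds plus 3 SD, set per campaign, cut at about 25% in these data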;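 further: 0% = DMSO with enzyme and 100% = buffer with substrate but no TDP2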
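Test system: Human TDP2 enzyme | Reagent: 5 mM T5PNP | Compound dosing: 12.8 µM single point, 1% DMSO | Incubation: Enzyme reaction with compound for 2 h at 37 °C | Technique: p-Nitrophenol epi absorbance | Read-out: % inhibition relative to enzyme-containing and enzyme-free wells | Benchmarks: High control without enzyme, low control DMSO plus TDP2 | Replicates: Singlicate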
ADAM10 inh: inhibitors of human ADAM10. inhibition, % at 7 µM. AID 720582. 370,000 tested, 0.62% active. recombinant ADAM10, EDANS/DABCYL FRET peptide cleavage, 3 h;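 active means inhibition above a per-campaign cutoff equal to the mean of compounds falling between control-based bounds plus 3 SD, cut at about 20% in these data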;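 further: 0% = DMSO wells while the 100% control is not disclosed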
ADAM17 inh: inhibits human ADAM17; P78536; inhibition, % at 6.95 µM; AID 720648; recombinant ADAM17, EDANS/DABCYL FRET peptide cleavage; 370,000 tested, 0.83% active;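 active means inhibition above the mean of compounds lying between control limits plus 3 SD, set per campaign, cut at about 8.5% in these data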;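 further: 0% = DMSO-only wells as the low control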
ARFGAP1 inhibitor: rat ARFGAP1 inhibition | 360,000 tested, 0.26% active | inhibition, % at 16.5 µM | Arfgap1-stimulated ARF1 GTP hydrolysis, GDP FP detection | Q62848;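 active means inhibition above a per-plate limit, mean inhibition of low control wells plus 3 SD, cut at about 25% in these data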;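 further: 0% = DMSO wells with enzyme and 100% = wells lacking Arfgap1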
Target sequence (Q62848 1-136 limits assumed): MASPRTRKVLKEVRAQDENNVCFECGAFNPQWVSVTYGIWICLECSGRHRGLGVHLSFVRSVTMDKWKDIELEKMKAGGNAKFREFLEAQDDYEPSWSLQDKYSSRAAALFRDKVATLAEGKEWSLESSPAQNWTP
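Assay system: Rat Arfgap1 GAP domain (His6, aa 1-136), purified enzyme | Buffer or medium: HEPES 25 mM pH 7.5, NaCl 150 mM, MgCl2, DTT | Schedule: GTP hydrolysis reaction 2 h at 25 °C | Signal: FP of antibody-bound GDP Alexa 633 tracer, ex 620/em 688 nm | Measure: Percent inhibition of Arfgap1-stimulated GTP hydrolysis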
KLK7 zymogen act: activators of human kallikrein-7 zymogen | P49862 | purified proKLK7, EDANS-DABCYL substrate fluorescence; 100% is mature enzyme control, 0% vehicle | activation, % at 7 µM | 370,000 tested, 0.9% active | AID 652039;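 active means activation above the mean of all tested compounds plus 3 SD, computed per campaign excluding outliers beyond control limits, cut at about 13% in these data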
Tn6 DDE FP: disrupts Tn6 cyclic peptide binding to fibrin D-Dimer-E complex. P02675. Fibrin DD(E) TRITC-Tn6 fluorescence polarization displacement. inhibition, % at 8.3 µM. 370,000 tested, 0.21% active;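 active means inhibition above a per-campaign cutoff: mean of compounds within control limits plus 3 SD, cut at about 15% in these data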;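 further: 0% = median of all compound wells on the plate and 100% = blocking peptide control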
Target sequence (P02675 whole entry, looked up): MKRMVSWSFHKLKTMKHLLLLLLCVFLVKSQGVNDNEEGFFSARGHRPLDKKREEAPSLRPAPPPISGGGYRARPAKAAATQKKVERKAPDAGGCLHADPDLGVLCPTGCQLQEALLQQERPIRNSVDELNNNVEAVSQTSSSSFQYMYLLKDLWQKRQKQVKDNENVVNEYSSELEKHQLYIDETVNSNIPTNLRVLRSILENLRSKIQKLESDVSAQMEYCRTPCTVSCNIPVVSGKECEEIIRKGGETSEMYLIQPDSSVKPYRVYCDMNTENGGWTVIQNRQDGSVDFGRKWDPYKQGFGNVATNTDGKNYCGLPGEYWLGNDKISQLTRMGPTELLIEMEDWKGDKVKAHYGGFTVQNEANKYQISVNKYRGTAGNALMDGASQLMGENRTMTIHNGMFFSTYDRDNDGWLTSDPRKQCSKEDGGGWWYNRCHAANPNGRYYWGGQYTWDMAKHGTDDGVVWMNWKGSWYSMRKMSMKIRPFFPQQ
DDE Tn7 FP inh: disrupts Tn7 cyclic peptide binding to fibrin D-Dimer-E complex. P02675. FP displacement of FITC-Tn7 peptide from fibrin DD(E); 0% = median of compound wells per plate. inhibition, % at 8.3 µM. 370,000 tested, 0.13% active;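 active means inhibition above the mean of compounds falling within the control limits plus 3 SD of them, cut at about 14% in these data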;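 further: 0% = plate median of compound wells and 100% = 10 µM Aha-Tn7 peptide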
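Test system: human clot-derived fibrin DD(E) complex / Quantity: 2 µM final DD(E) protein / Incubation: 10 min plus 3 h, room temperature / Measured by: fluorescence polarization / Benchmarks: high control of 10 µM Aha-Tn7 peptide / Replicates: singlicate testing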
An asterisk follows results filed as active; i = inactive; · = not tested or not shown.

Sample of the layout, four compounds:
Compound,PLC-gamma1 inh,LEDGF integ inh,ASAP1 GAP inh,TDP2 inh,ADAM10 inh,ADAM17 inh,ARFGAP1 inhibitor,KLK7 zymogen act,Tn6 DDE FP,DDE Tn7 FP inh
CC(=O)Nc1ccc(S(=O)(=O)Oc2cccc(N3C(=O)C4CCCCC4C3=O)c2)cc1 (stereo unspecified),4,-1,-2,8,7,0,7,0.0,-4,2
CCC1CN(C(=O)N2CCC(C(=O)NCc3ccco3)CC2)c2cc(C)ccc2O1 (stereo unspecified),1,1,-2,5,1,-3,5,0.4,5,0
O=Cc1ccc(OCc2ccc3ccccc3c2)cc1,-2,6,-5,0,4,3,-3,-1.1,-6,1
CCn1cc(C(=O)N2CCCC(C(=O)c3ccc4ccccc4c3)C2)cn1 (stereo unspecified),-14,-3,-18,6,-71,-28,1,1.6,1,6

The list itself, repeating the preview:
Compound,PLC-gamma1 inh,LEDGF integ inh,ASAP1 GAP inh,TDP2 inh,ADAM10 inh,ADAM17 inh,ARFGAP1 inhibitor,KLK7 zymogen act,Tn6 DDE FP,DDE Tn7 FP inh
CC(=O)Nc1ccc(S(=O)(=O)Oc2cccc(N3C(=O)C4CCCCC4C3=O)c2)cc1 (stereo unspecified),4,-1,-2,8,7,0,7,0.0,-4,2
CCC1CN(C(=O)N2CCC(C(=O)NCc3ccco3)CC2)c2cc(C)ccc2O1 (stereo unspecified),1,1,-2,5,1,-3,5,0.4,5,0
O=Cc1ccc(OCc2ccc3ccccc3c2)cc1,-2,6,-5,0,4,3,-3,-1.1,-6,1
CCn1cc(C(=O)N2CCCC(C(=O)c3ccc4ccccc4c3)C2)cn1 (stereo unspecified),-14,-3,-18,6,-71,-28,1,1.6,1,6
Cc1ccc(S(=O)(=O)N2CCC(C(=O)OCc3ccc([N+](=O)[O-])cc3)CC2)cc1,-1,-4,-7,-2,7,2,-3,0.5,-6,3
O=C(NCC(=O)N(c1cccc(F)c1)C(C(=O)NC1CCCC1)c1ccncc1)c1cccs1 (stereo unspecified),-2,-1,-12,-2,8,-5,11,-0.1,-3,7
CCCSc1nnc(-c2ccccc2N)c(=O)[nH]1,2,4,2,2,-6,4,0,0.9,-4,-2
Cc1ccccc1NC(=O)/C=C/c1cccc(C(F)(F)F)c1,0,-5,4,-12,8,2,-1,-0.8,1,-1
CCC(=O)N1c2ccc(S(=O)(=O)N3CCN(CC)CC3)cc2CC1C (stereo unspecified),4,-2,-8,-3,5,-1,2,0.0,-5,-2
CCOC(=O)c1sc2nc(C)nc(SC(C)C(=O)NC3CC3)c2c1C (stereo unspecified),1,0,7,-2,-1,-5,9,0.4,-1,0
Cc1c(NC(=O)c2cc(Br)ccc2Cl)cccc1-n1cnnn1,2,2,10,6,-11,0,-11,0.2,2,5
NNC(=O)C1CCCn2c1nc1sc3c(c1c2=O)CCCC3 (stereo unspecified),-10,-4,8,-20,3,11*,8,0.9,-10,-5

Compound,PLC-gamma1 inh,LEDGF integ inh,ASAP1 GAP inh,TDP2 inh,ADAM10 inh,ADAM17 inh,ARFGAP1 inhibitor,KLK7 zymogen act,Tn6 DDE FP,DDE Tn7 FP inh
CC(C)(C)C(O)(CC#CCN1CCCC1)c1ccccc1 (stereo unspecified),2,3,10,-12,1,5,-2,0.1,4,-9
CC(C)(C)c1ccccc1NC(=O)CN1C(=O)NC2(CCCC2)C1=O,-1,-6,-10,-3,-4,-6,-4,-0.3,-6,-1
CS(=O)(=O)N1CCC(C(=O)Nc2cc(Cl)c(Cl)cc2Cl)CC1,1,3,3,6,11,-1,6,0.2,2,2
CC1(C)C(c2ccccc2)=NC(c2ccc(F)cc2)N1O (stereo unspecified),3,2,1,-4,4,5,12,-0.4,5,-11
COCCn1c(SCC(=O)NC(C)c2ccccc2)nc2ccccc21 (stereo unspecified),7,5,1,-22,14,3,6,-0.3,1,0
O=C(C1CCC(CNS(=O)(=O)c2cccc3cccnc23)CC1)N1CCc2ccccc21 (stereo unspecified),-2,-2,13,0,-3,0,-2,-0.2,-6,3
CCOc1cc(/C=C2\COc3ccccc3C2=O)cc(Br)c1OCC(=O)N(C)C,-4,0,10,1,15,1,6,-0.6,-7,-9
O=C(Nc1ccc(S(=O)(=O)N2CCc3ccccc32)cc1)c1ccc2c(c1)OCO2,0,-3,-5,11,4,-3,5,0.0,-2,1
CC(C)(C)NC(=O)C(c1ccccc1)n1c(=O)c(-c2cc3ccccc3[nH]2)nc2ccccc21 (stereo unspecified),i,1,8,0,-258,-92,16,-73,-8,-1
CCOC(=O)C(=O)Cc1nc(OCc2ccccc2)cc(OCc2ccccc2)n1,0,6,-14,4,-3,-3,-5,0.4,6,8
Cc1cccc(Nc2c([N+](=O)[O-])cc(C(=O)N3CC(=O)Nc4ccccc43)cc2[N+](=O)[O-])c1,4,5,-12,1,13,5,1,-0.2,3,3
CN1CCN(NC(=O)/C=C/c2ccc(Br)cc2)CC1,0,1,-3,3,5,-4,-4,-0.7,5,0

Compound,PLC-gamma1 inh,LEDGF integ inh,ASAP1 GAP inh,TDP2 inh,ADAM10 inh,ADAM17 inh,ARFGAP1 inhibitor,KLK7 zymogen act,Tn6 DDE FP,DDE Tn7 FP inh
Cc1nc2cc(C(=O)N3CCN(C(=O)C(C)(C)C)CC3)ccc2n1C1CCCC1,1,-2,·,2,-10,-2,·,-0.3,2,-4
Cc1ccccc1CN(C)CCS(=O)(=O)c1cc(Cl)ccc1Cl,2,0,6,-16,5,1,5,0.6,1,-9
COc1ccc(C(=O)NCc2nnc(SCC(=O)N3CCCc4ccccc43)o2)cc1OC,-1,-3,1,6,-7,-1,9,-0.1,0,3
O=C(NCCCN1CCOCC1)c1c(-c2ccccc2)oc2c1C(OCCCCCO)CCC2 (stereo unspecified),-4,-4,-5,7,-26,-10,-4,0.2,-9,4
CCN(CC)c1ccc(NC(=O)Nc2ccccc2)cc1,1,3,6,-8,5,0,-3,0.9,-7,-8
C/C(=N\NC(=O)CNc1cccc(Cl)c1C)c1cccs1,0,1,-1,-4,-3,0,2,0.2,-3,3
CC1CCC/C(=C(\C#N)c2nc(-c3cc4ccccc4oc3=O)cs2)C1 (stereo unspecified),-6,4,1,13,-34,-12,3,-0.5,10,3
CCCCNC(=O)CCn1nc(-c2ccc(C)cc2)c2ccccc2c1=O,1,1,3,-9,7,-3,-13,0.2,-2,1
COc1ccc(N2C(=O)C3ON(C4SC(=S)N(C)C4(C)C)C(c4ccc(Cl)cc4)C3C2=O)cc1 (stereo unspecified),-1,0,3,7,4,4,4,0.1,6,5
CC(=O)Nc1ccc(-c2csc(Nc3ncccn3)n2)cc1,9.9*,3,8,-11,10,-1,-1,0.7,-3,-3
COc1ccc(N2CCN(C(=O)COC(=O)c3cnccn3)CC2)cc1,0,-2,-4,5,1,-1,-2,0.3,15,8
Cc1nc2c(sc(=S)n2Cc2ccco2)c(=O)n1CC(=O)Nc1ccccc1Cl,6,1,1,-7,4,5,5,0.5,5,-1

Compound,PLC-gamma1 inh,LEDGF integ inh,ASAP1 GAP inh,TDP2 inh,ADAM10 inh,ADAM17 inh,ARFGAP1 inhibitor,KLK7 zymogen act,Tn6 DDE FP,DDE Tn7 FP inh
OCC[C@H]1C[C@@H](O)[C@H](O)[C@@]2(Cc3ccccc3CCO2)O1,2,1,5,9,-5,-3,11,0.2,3,1
Cc1ccc(C(=O)N/C(=C\c2cccs2)C(=O)NCCCn2ccnc2)cc1,0,-1,-4,11,1,-4,8,-0.7,6,1
COc1ccc(OC)c(NC(=O)CSc2nnc(CNC(=O)c3ccccc3F)o2)c1,3,1,7,15,-3,0,9,-0.2,-3,-3
CCn1nc(C(=O)Nc2nc3ccc(C)cc3s2)c2ccccc2c1=O,3,0,3,0,-1,5,-3,0.2,3,-6
c1ccc(C(c2ccccc2)N2CCN(Cc3nnnn3C3CCCC3)CC2)cc1,4,-1,4,-2,8,3,0,1.0,-3,-8
CCc1ccc(OCC(=O)N2CC(C(=O)OC)Oc3ccccc32)cc1 (stereo unspecified),3,0,-21,-3,8,-1,9,0.5,-2,7
O=C(CSc1nnc(-c2ccccn2)o1)Nc1ccccc1,2,-2,-5,3,-2,1,6,0.1,0,12
Cc1cccc(C(=O)N2CCN(c3ccccn3)CC2)c1,1,-1,8,5,-4,2,-2,-0.8,3,3
O=C(/C=C/c1ccccc1Cl)Nc1cccc(O)c1,3,-1,11,-1,6,9.2*,14,0.3,-10,-2
CCNc1c(NC(C)=O)c(=O)oc2ccccc12,6,4,0,-10,13,0,-7,-0.8,-5,-11
Cc1ccccc1-c1nc(C#N)c(N2CCCCC2)o1,-12,1,0,21,-324,-130,-6,-0.5,0,1
CCOC(=O)C1(Cc2ccccc2C)CCCN(C(=O)CN2C(=O)CSC2=O)C1 (stereo unspecified),4,0,-19,7,4,-1,-6,0.4,-1,-6

Compound,PLC-gamma1 inh,LEDGF integ inh,ASAP1 GAP inh,TDP2 inh,ADAM10 inh,ADAM17 inh,ARFGAP1 inhibitor,KLK7 zymogen act,Tn6 DDE FP,DDE Tn7 FP inh
CCc1cc2c(nc1CC)CCCN2S(=O)(=O)c1ccccc1,-4,2,6,1,-6,-2,8,-0.8,-2,-9
O=C(O)c1cn(-c2ccccc2)c(=O)c2ccccc12,-3,1,-3,5,-23,-7,-7,-0.6,0,0
COc1ccc(/C=N/Nc2cc(=O)n(C)c(=O)n2C)cc1OC,-37,-4,8,5,-97,-30,-3,3.3,0,0
O=C(COC(=O)/C=C/c1ccc(F)cc1)Nc1cccc(S(=O)(=O)N2CCCC2)c1,-3,1,-1,-3,10,4,4,-0.3,-6,2
Cc1ccccc1OC(C)C(=O)Nc1cccnc1 (stereo unspecified),0,-2,-1,12,-14,-2,19,0.1,-1,-7
Cc1occc1-c1nnc(SCC(=O)NC2CCCC2)n1-c1ccccc1,-14,5,2,-4,-5,-5,3,-0.2,-9,0
Cc1ccccc1NS(=O)(=O)c1ccc(OCC(=O)NCc2ccccn2)cc1,5,0,-5,4,2,0,5,0.0,-3,4
CC(=O)Nc1ccc(N=Cc2c(O)c(C(=O)Nc3ccccc3)cc3ccccc23)cc1,-45,3,8,-8,-12,-5,-1,-13,-3,-3
c1ccc2c(N3CCCCCC3)nc(-c3ccncc3)nc2c1,-32,3,-9,3,0,-5,3,0.1,2,-4
CN(C)C(=O)c1cn(-c2ccccc2)nc1-c1cc2ccccc2oc1=O,i,2,13,-14,-174,-61,3,1.7,-4,-1
COc1ccc(N(C(=O)c2snc(C(N)=O)c2N)C(C(=O)NC2CCCC2)c2ccco2)cc1 (stereo unspecified),-10,1,11,-20,-7,-2,4,0.3,-4,-7
O=C(Oc1c(-c2ccccc2)oc2ccccc2c1=O)c1ccccc1,-32,-1,8,6,-6,-1,1,0.4,0,4

From PubChem
